# Assay outcomes (PubChem)
# AMA1 RON2 block = disrupts binding of P. falciparum AMA1 to RON2; AlphaScreen AMA1-biotinylated RON2 peptide binding; Potency, µM (doses to about 58.2 µM), for the others: at the highest dose activity change, negative = inhibition, usual class: inhibitors; 360,000 tested, 0.2% active;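 also: potency is read from the fitted curve at half-maximal effect; 0% = vehicle wells and -100% = peptide control; nearly all actives have a fitted effect of over 45% in size; some results filed as inactive show a strong effect at the top dose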
#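 AMA1 (3D7) with his tag at 25 nM final met compounds first, then biotinylated RON2 peptide at 25 nM; detection used donor plus acceptor beads, 10 µg/mL apiece, read by AlphaScreen after 30 min at room temperature.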
# AmpC no deterg = blocks E. coli AmpC beta-lactamase in detergent-free assay. P00811. AmpC nitrocefin hydrolysis, absorbance 480 nm, 0.0001% Triton. Potency, µM (titrated, usually from 57.1 µM), for the others: top-dose activity change, negative = inhibition, hits mostly inhibitors. 330,000 tested, 0.52% active;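 also: potency is read from the fitted curve at half-maximal effect; plate controls were no compound for no effect and no enzyme for full effect; nearly all actives have a fitted effect of over 20% in size; some results filed as inactive show a strong effect at the top dose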
# Target sequence (P00811 whole entry, looked up): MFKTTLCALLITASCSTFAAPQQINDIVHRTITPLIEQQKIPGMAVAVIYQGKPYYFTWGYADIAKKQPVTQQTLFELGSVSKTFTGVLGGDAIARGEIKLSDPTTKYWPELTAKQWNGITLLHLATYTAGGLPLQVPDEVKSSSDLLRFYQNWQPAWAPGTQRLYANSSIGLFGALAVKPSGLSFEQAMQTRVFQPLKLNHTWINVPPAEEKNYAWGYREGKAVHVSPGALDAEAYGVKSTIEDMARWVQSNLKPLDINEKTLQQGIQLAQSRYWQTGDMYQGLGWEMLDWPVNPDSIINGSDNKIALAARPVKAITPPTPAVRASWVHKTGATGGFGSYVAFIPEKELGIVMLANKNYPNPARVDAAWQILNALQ
#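 AmpC (5.3 nM in the dispensed reagent) in 20 mM phosphate pH 7.0 with 0.01% (detergent screen) or 0.0001% Triton X-100 was preincubated with compounds for 15 min at room temperature. Nitrocefin was then added from an 800 uM solution, and hydrolysis was followed at 480 nm.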
# LmPK inhibitor = blocks Leishmania mexicana pyruvate kinase activity | Q27686 | purified LmPK, Kinase-Glo ATP luminescence, 1 h | Potency, µM (series often up to 57.5 µM), for the others: at the highest dose activity change, negative = inhibition, actives largely listed as inhibitors | 290,000 tested, 0.37% active | AID 1721; also: potency is read from the fitted curve at half-maximal effect
# Target sequence (Q27686 whole entry, looked up): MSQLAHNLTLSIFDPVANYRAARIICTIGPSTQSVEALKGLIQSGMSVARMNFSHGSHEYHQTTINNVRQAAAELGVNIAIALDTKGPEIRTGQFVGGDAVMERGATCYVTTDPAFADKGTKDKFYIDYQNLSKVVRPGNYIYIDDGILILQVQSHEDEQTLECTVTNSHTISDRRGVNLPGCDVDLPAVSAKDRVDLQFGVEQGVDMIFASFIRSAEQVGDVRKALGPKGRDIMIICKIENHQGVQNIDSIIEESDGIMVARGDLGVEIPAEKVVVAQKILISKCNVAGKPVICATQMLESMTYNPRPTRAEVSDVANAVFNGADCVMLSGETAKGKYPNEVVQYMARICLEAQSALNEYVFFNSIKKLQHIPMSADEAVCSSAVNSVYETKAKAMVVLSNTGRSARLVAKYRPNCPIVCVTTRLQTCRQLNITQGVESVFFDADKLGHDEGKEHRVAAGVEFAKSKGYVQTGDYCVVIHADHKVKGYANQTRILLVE
#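 ATP generated from ADP (0.1 mM) and PEP (0.5 mM) by 0.1 nM LmPK over 1 h at room temperature (pH 7.2 imidazole buffer) was detected by coupled luciferase luminescence. Values were normalized to uninhibited and no-enzyme wells.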
# AmpC detergent = inhibitors of E. coli AmpC beta-lactamase with detergent; AmpC hydrolysis of nitrocefin, absorbance 480 nm, 0.01% Triton; Potency, µM (titrated, usually from 114 µM), for the others: at the highest dose activity change, negative = inhibition, usual class: inhibitors; 370,000 tested, 0.041% active; AID 485294;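 also: potency is read from the fitted curve at half-maximal effect; 0% = no-compound wells and -100% = no-enzyme wells; nearly all actives have a fitted effect of over 25% in size; some results filed as inactive show a strong effect at the top dose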
#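 20 mM phosphate pH 7.0 + 0.01% (detergent screen) or 0.0001% Triton X-100; 5.3 nM AmpC reagent; cpd preinc 15 min RT; nitrocefin (800 uM stock) to start; A480 q20 s × 4 min; Activity was normalised to no-enzyme and no-compound control wells.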
# TbPYK inhibitor = inhibitors of Trypanosoma brucei pyruvate kinase; Potency, µM (series often up to 76.8 µM), inactives show at the top dose activity, negative = inhibition, most hits filed as inhibitors; Q57TT1; 410,000 tested, 0.12% active; AID 624173; TbPYK enzyme, Kinase-Glo Plus ATP luminescence, 45 min; also: potency is read from the fitted curve at half-maximal effect; nearly all actives have a fitted effect of over 50% in size
#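 Enzyme and substrate buffer are dispensed first and compound is pin-transferred. ADP at 130 uM final then starts the reaction, which runs 45 min at room temperature. Detection reagent is added for 10 min before luminescence is imaged.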
# HCV inh = blocks hepatitis C virus. Huh7.5.1 HCVcc-Cre infection, luciferase reporter, 44 h. Potency, µM (highest dose often 41.8 µM), inactives show top-dose activity change, negative = inhibition, usual class: inhibitors. 340,000 tested, 3.4% active; also: potency is read from the fitted curve at half-maximal effect
#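 HCVcc-Cre virus at an moi near 0.5 was added right after compound to cells cultured 4 h from seeding (1,000 cells/well). Luciferase activity was determined 44 h later, 15 min after substrate addition at RT.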
# HCMV antiviral = blocks human cytomegalovirus replication. HFF cells, HCMV-luciferase reporter, 72 h; stronger effect = lower value. activity change, negative = inhibition, % at 57.5 µM. 410,000 tested, 4.5% active. AID 1259415; in the data active = activity change below about -60%; inconclusive = no clear call, values can overlap the other calls; inactive = above about -39%
#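 After 16 h attachment at 37C, HFF cells received test compound and HCMV-luciferase (1 PFU/cell); reporter luminescence read 72 h later, data normalized against buffer-only and known inhibitor Salinomycin.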
# * = called active by the depositor; ? = inconclusive; nt = not tested or not shown; & = joins results of further samples; [ ] = another dose, or the depositor's remark. Unless noted, calls follow the shape of the dose curve; as a rule, active = well fitted curve in the direction sought with a large enough effect; inconclusive = small, poorly fitted or top-dose-only effect, or another doubt; inactive = no such curve, though single readings can be large; an effect the other way counts as inactive or inconclusive. Unless noted, % is scaled to controls: 0 for no effect and ±100 for the full control effect.
# Values in the order – LmPK inhibitor | AmpC detergent | HCMV antiviral | AmpC no deterg | AMA1 RON2 block | TbPYK inhibitor | HCV inh
1	CCOc1ccc(Cn2c(CNS(=O)(=O)c3c(C)cc(C)cc3C)nc3cccnc32)cc1
  nt | 7% | -1 | nt | nt | 2% | nt
2	O=C(Nc1ccc2[nH]ncc2c1)c1cccc(F)c1
  -3% | ? | 74 | -11% | 22% | -4% | 2%
3	COc1ccc(C2/C(=C(/O)c3ccccc3)C(=O)C(=O)N2CCCN2CCOCC2)cc1 (stereo not drawn)
  22% | -14% | 75 | -10% | -1% | 2% | 14%
4	Cc1cc(C)cc(-n2ccnc2SCC(=O)Nc2ccc(C)c(Cl)c2)c1
  nt | 11% | -21 | nt | nt | -4% | nt
5	O=C(NCCc1ccccc1)c1nn(-c2ccccc2F)nc1CO
  nt | 19% | -26 | nt | nt | 1% | nt
6	O=C(CSCc1ccco1)c1cccs1
  0% | -15% | 9 | -20% | -6% | -16% | 9%
7	Cc1ccc(S(=O)(=O)N2CCC(C(=O)N3CCN(c4ccccn4)CC3)CC2)cc1C
  nt | nt | -11 | nt | -6% | -6% | nt
8	CC1CN(C(=O)COC(=O)Cc2c(F)cccc2Cl)CC(C)O1 (stereo not drawn)
  nt | 0% | -4 | -1% | 0% | 2% | 12%
9	CCOC(=O)C(Cc1ccccc1)NC(C)=O (stereo not drawn)
  7% | 1% | 19 | 3% | -6% | -6% | 21%
10	CN1CCN(CCCC(=O)c2ccc(F)cc2)CC1
  16% | ? | 8 | 1% | -6% | nt | 5%

# Brought forward from above: 2 compounds, then new ones.
# Values in the order – LmPK inhibitor | AmpC detergent | HCMV antiviral | AmpC no deterg | AMA1 RON2 block | TbPYK inhibitor | HCV inh
9	CCOC(=O)C(Cc1ccccc1)NC(C)=O (stereo not drawn)
  7% | 1% | 19 | 3% | -6% | -6% | 21%
10	CN1CCN(CCCC(=O)c2ccc(F)cc2)CC1
  16% | ? | 8 | 1% | -6% | nt | 5%
11	COc1cccc(Nc2ncc(C(=O)O)c3ccccc23)c1
  -10% | -6% | 55 | -25% | 8% | -16% | -4%
12	CCCCN(C)CCNC(=O)Cn1ncc2c(=O)oc3ccc(C)cc3c21
  8% | -15% | -4 | -1% | -17% | 5% | 15%
13	CC(C)(C)CC(=O)Nc1cc2c3c(c1)CCN3C(=O)CC2
  -2% | -11% | 57 | -1% | -2% | 0% | 8%
14	Cc1ccccc1NC(=O)C(=O)NCCCN1CCCC1=O
  nt | 0% | -35 | -3% | 17% | 4% | 6%
15	Cn1cc(CN2CCCC(C(=O)c3ccc(-c4ccccc4)cc3)C2)cn1 (stereo not drawn)
  -8% | 2% | -18 | 138%[activator] | 0% | 2% | 14µM*
16	CCC(=O)n1nc(-c2ccco2)nc1N
  -2% | -12% | -12 | -28% | -6% | 0% | 45%[activator]
17	O=C(CNC(=O)C1CCCCC1)OCC(=O)c1ccc(Cl)s1
  5%[11.5 µM] | 2% | -38 | -17% | -2% | -5% | 17%
18	CCc1ccccc1N(CC)C(=O)c1cc2c(s1)-c1ccccc1SC2
  nt | 0% | ? | nt | nt | 6% | nt
19	O=C(Nc1cccc(F)c1)C1CC(=O)N(c2ccc(Br)cc2)C1 (stereo not drawn)
  4% | -3% | -2 | -24% | -1% | 2% | 1%
20	COc1cc(OC)c2c(-c3ccccc3)cc(=O)oc2c1C(CCN1CCOCC1)c1ccc(N(C)C)cc1 (stereo not drawn)
  nt | nt | -13 | 177%[activator] | 28µM* | 3% | ?
21	Cc1ccc(OCC(=O)Nc2cc(NC(=O)COc3ccc(C)cc3)cc(C(=O)O)c2)cc1
  -3% | -7% | -12 | -51% | -5% | -6% | 16%
22	COC(=O)c1cc2ccsc2n1CC(=O)Nc1cc(Cl)ccc1OC
  6% | 1% | -97* | -27% | 1% | -17% | 3.2µM*
23	C1CCN2CC3CC(CN4CCCC[C@@H]34)[C@H]2C1
  nt | nt | -7 | nt | 0% | -6% | 4%
24	Clc1cccc(-c2nnc(-c3ccno3)o2)c1
  -1% | ? | -36 | -21% | 0% | -8% | 11%
25	Cc1ccccc1S(=O)(=O)c1c(C)cc(-c2ccccc2)[nH]c1=O
  -6% | -8% | 53 | -23% | 1% | 1% | -12%
26	CC(=O)Nc1ccc(S(=O)(=O)Nc2ccc(-c3cn4c(C)csc4n3)cc2)cc1
  nt | 15% | -16 | nt | nt | -8% | nt
27	COc1ccccc1C(CNC(=O)CSc1ccc2ccccc2c1)N(C)C (stereo not drawn)
  -7% | -4% | 8 | 130%[activator] | 4% | -9% | ?
28	O=C(CN1CCN(C2CCCCC2)CC1)Nc1ccc(Br)cc1
  -3% | -3% | 33 | -10% | -9% | -1% | 10µM*
29	CCC/C=N/Nc1nnc(Cc2ccccc2)c(=O)[nH]1
  1% | 1% | -14 | -36% | -34% | 3% | 9%
30	Cc1cccc(C)c1NC(=O)c1cc(S(=O)(=O)N2CCc3ccccc3C2)ccc1F
  nt | 1% | -38 | nt | nt | 0% | nt
31	Cc1ccc(C(=O)CSc2nc(-c3ccccc3)cc(=O)[nH]2)cc1
  6% | -2% | 23 | -7% | 11% | -1% | -13%
32	CCCCNC(=O)CNC(=O)c1cccs1
  0% | -3% | 16 | -6% | -3% | 2% | 14%
33	COc1ccc2nc(N3C(=O)CNC3=S)sc2c1
  ? | 0% | -69* | -44% | 35%[activator] | -30% | 16%
34	CC1=CC(C)(C)n2c(O)c(N=NC(N)=S)c3c(C)c(C)cc1c32
  4% | -1% | 24 | -22% | 20% | -5% | -23%
35	Cc1ccc(NC(=S)N(CCCN2CCOCC2)Cc2ccco2)cc1Cl
  -4% | -9% | 16 | 68%[activator] | 1% | -9% | -10%
36	Cc1onc(-c2c(F)cccc2Cl)c1-c1nnc(-c2ccc(C(F)(F)F)cc2)o1
  -3% | 16% | ? | -19% | 6% | -3% | -42%
37	COC(=O)c1ccc(Sc2ccccc2NS(=O)(=O)c2ccc(C)cc2)nc1
  0% | 0% | 19 | -11% | 0% | 3% | -10%
38	O=C(CSc1nc(=O)n(CCCN2CCOCC2)c2c1CCCC2)Nc1cccc([N+](=O)[O-])c1
  nt | 3% | -21 | 192%[activator] | -11% | -4% | -3%
39	CC(=O)Nc1ccc(SC[C@H](Cc2ccccc2)N2CC[C@@H](C(C)(C)C)CCC2=O)cc1
  nt | 8% | -15 | 102%[activator] | -15% | 1% | ?
40	O=S(=O)(NCCSCc1ccc(Cl)cc1Cl)c1ccc2c(c1)OCCO2
  -2% | 9% | 2 | -21% | 9% | -1% | -18%
41	Cc1ccc2[nH]c(=O)c(CN(Cc3cccs3)S(=O)(=O)c3ccc4c(c3)OCCO4)cc2c1
  -3% | -7% | -18 | -27% | -2% | ? | 2%
42	CC1CC(C)CN(S(=O)(=O)c2ccc3c(c2)CC(C)N3C(=O)C2CC2)C1 (stereo not drawn)
  4% | -5% | ? | 55% | 7% | 6% | -5%
43	CCC(Oc1ccccc1)C(=O)Nc1nnc(S(=O)(=O)Nc2ccccc2)s1 (stereo not drawn)
  4% | -9%&1% | 34&7 | -22% | 2% | 1%&1% | 12%
44	CCCOc1ccc(C(=O)NNC(=S)NC(=O)c2ccccc2[N+](=O)[O-])cc1
  14% | -3% | 68 | -32% | 61%[activator] | 0% | -7%
45	CCCCC[C@@H]1C=C(C(=O)O)[C@H](c2ccc(C#N)cc2)N1S(=O)(=O)c1ccc(C)cc1
  nt | nt | -13 | -12% | -4% | 5% | -5%
46	CC1(C(=O)Nc2cccc(C#N)c2)CCN1C(=O)C/C=C/c1ccccc1 (stereo not drawn)
  nt | nt | ? | nt | 7% | -6% | nt
47	Cn1c2ccccc2c2c(C(=O)N3CCN(c4ccccc4)CC3)cn(C3CCCC3)c(=O)c21
  10% | 0% | 34 | 75%[activator] | ? | 7% | ?
48	Cc1ccc(NC(=O)N2CCCC2C(=O)Nc2ccc(-n3cnnn3)c(C)c2)cc1 (stereo not drawn)
  0% | 9% | -16 | -32% | 2% | -14% | -17%
49	NC(=O)Nc1ccc(C(=O)OCC(=O)NC2CCCCC2)cc1
  1% | 3% | ? | -21% | -3% | 8% | -4%
50	CN1CC[C@]23c4c5ccc(O)c4OC2[C@H](O)C=CC3[C@H]1C5 (stereo partly drawn)
  nt | nt | 28 | -17% | 12% | -12% | -8%
51	C=CCn1c(SCC(=O)N(C)c2c(N)n(Cc3ccccc3)c(=O)[nH]c2=O)nnc1-c1ccccc1OC
  -1% | 3% | 6 | 57% | -4% | 0% | 32%[activator]
52	O=C(CSc1nnc(-c2cccs2)n1-c1ccccc1)NCc1ccco1
  -16% | 4% | 32 | -12% | -25% | -2% | -15%
53	O=C(/C=C/c1ccc(F)cc1)NC(=S)NNC(=O)c1cccnc1
  0% | -11% | -15 | -21% | 62%[activator] | -29% | 6%
54	COc1cccc(-c2n[nH]c3c2C(c2ccccn2)N(C)C3=O)c1 (stereo not drawn)
  nt | -4% | 0 | nt | nt | -3% | nt
55	CC(=O)C1=C(C)NC(=O)CC1c1ccccc1Cl (stereo not drawn)
  3% | 2% | -19 | -2% | 80%[activator] | 7% | 7%
56	C[C@@H]1ON(C)[C@H]2C[C@H]3c4[nH]c5ccc(-c6ccc7c(c6)OCO7)cc5c4CCN3C[C@@H]12
  nt | nt | -28 | nt | ? | 2% | nt
57	CCC(=O)c1ccccc1OCCCN1C(=O)NC(C)(C)C1=O
  7% | 0% | -9 | -20% | -5% | 2% | 9%
58	CN(CC1COc2ccccc2O1)C(=O)CSc1nncs1 (stereo not drawn)
  nt | nt | 20 | -12% | 0% | -1% | 26%
59	CCOC(=O)c1ccc(NC(=O)Cn2cc(C(=O)c3ccc(Cl)cc3)c(=O)c3ccc(C)nc32)cc1
  nt | 24% | ? | nt | nt | -2% | nt

# Entries of single compounds from above:
# O=C(CSc1nnc(-c2cccs2)n1-c1ccccc1)NCc1ccco1 in the list: LmPK inhibitor: -16%; AmpC detergent: 4%; HCMV antiviral: 32; AmpC no deterg: -12%; AMA1 RON2 block: -25%; TbPYK inhibitor: -2%; HCV inh: -15%
# COc1cccc(-c2n[nH]c3c2C(c2ccccn2)N(C)C3=O)c1 (stereo not drawn) in the list: LmPK inhibitor: nt; AmpC detergent: -4%; HCMV antiviral: 0; AmpC no deterg: nt; AMA1 RON2 block: nt; TbPYK inhibitor: -3%; HCV inh: nt
# C[C@@H]1ON(C)[C@H]2C[C@H]3c4[nH]c5ccc(-c6ccc7c(c6)OCO7)cc5c4CCN3C[C@@H]12 in the list: LmPK inhibitor: nt; AmpC detergent: nt; HCMV antiviral: -28; AmpC no deterg: nt; AMA1 RON2 block: ?; TbPYK inhibitor: 2%; HCV inh: nt
